TRPM1 prom inh: inhibitors of MITF-driven TRPM1 promoter in melanoma cells | SK-MEL-5 TRPM1 promoter luciferase, 24 h | inhibition, % at 12.5 µM | 330,000 tested, 0.83% active;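 active = mean inhibition across replicates of 60% or more, whatever share of single replicates reaches that level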; also: values of inactives mirror those of a sister screen read the other way
Shn3 inh set2: Schnurri-3 reporter inhibition in Clone20 osteoblasts. 360,000 tested, 0.52% active. Clone20 osteoblast Shn3 3'UTR firefly luciferase, 24 h. inhibition, % at 12.5 µM;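 active = mean inhibition of at least 75% with every replicate also reaching 75%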;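 also: 0% = median of neutral control wells and 100% = pilot-screen positive control compound; some compounds past the cut are filed as inactive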
HIF-2a block: inhibitors of HIF-2a; inhibition, % at 18.8 µM; 360,000 tested, 0.72% active; 786-0 RCC cells HIF-2a reporter, luciferase luminescence, overnight;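 active = inhibition of the luminescence signal of 40% or more relative to plate controls, in a single-dose primary screen at 18.75 µM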
TWEAK Fn14 block: TWEAK-Fn14 signaling inhibition | AID 1159606 | 360,000 tested, 2% active | TWEAK-stimulated Fn14 reporter cells, luciferase luminescence, 8 h | inhibition, % at 10 µM; in the data active = inhibition above about 50%
TROY signal inh: blocks TROY-dependent signaling in reporter cells | Q293 LMP1-TROYcd NF-kB luciferase reporter, 4 h | inhibition, % at 10 µM | 360,000 tested, 0.98% active;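 active = compounds whose plate-normalised and pattern-corrected inhibition of the luciferase reporter signal at the single screening dose is 50% or more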
NR2E3 ag-1: agonists of human nuclear receptor NR2E3; Q9Y5X4; GST-NR2E3/biotin-RetCOR TR-FRET, 1536-well; inhibition of corepressor binding, % at 4.78 µM; 320,000 tested, 0.12% active; AID 2300;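 active = percent inhibition above the cutoff of mean plus 3 SD of all tested compounds, set per screening campaign, cut at about 20% in these data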;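 also: 0% = DMSO wells and 100% = biotin wells as full block of FRET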
Target sequence (Q9Y5X4 whole entry, looked up): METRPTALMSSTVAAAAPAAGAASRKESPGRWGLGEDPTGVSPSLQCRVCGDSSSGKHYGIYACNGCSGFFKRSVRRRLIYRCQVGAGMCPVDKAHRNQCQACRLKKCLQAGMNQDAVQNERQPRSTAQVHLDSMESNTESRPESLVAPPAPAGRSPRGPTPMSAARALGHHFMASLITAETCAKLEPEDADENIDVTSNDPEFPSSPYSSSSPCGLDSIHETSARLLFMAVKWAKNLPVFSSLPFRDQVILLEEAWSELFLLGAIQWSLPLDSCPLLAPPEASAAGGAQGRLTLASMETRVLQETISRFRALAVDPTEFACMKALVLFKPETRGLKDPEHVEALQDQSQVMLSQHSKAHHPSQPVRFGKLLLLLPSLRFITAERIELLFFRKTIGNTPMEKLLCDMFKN
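Material: NR2E3–RetCOR corepressor complex / Amount: 1.35 nM GST-NR2E3 / Medium: Tris pH 7.5 / Compound: single nominal compound dose of 4.8 µM / Incubation: 5 h at 4 °C / Technique: TR-FRET, Eu(K)-anti-GST donor, streptavidin-D2 acceptor, ex 340, em 617/671 nm / Read-out basis: percent loss of FRET ratio relative to control wells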
TRAIL sens C8: sensitizes caspase-8 expressing cells to TRAIL | AID 624354 | inhibition (viability loss, TRAIL sensitization), % at 10 µM | NB7+C8 cells + TRAIL, ATPlite viability luminescence | 360,000 tested, 1% active;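 active = compounds causing at least 50% loss of cell viability in the single-dose screen, relative to plate controls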
KKLEB cytotox: CF airway cell cytotoxicity counter-screen; KKLEB CF airway cells viability, ATPlite luminescence, overnight; hits give low values; cells stimulated with P. aeruginosa culture filtrate; activity change (cytotoxicity), % at 5 µM; 360,000 tested, 0.36% active; AID 602141;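 active = corrected activity change at or below -50% at 5 µM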
CF NFkB inh: cystic fibrosis NF-kB activation inhibition; KKLEB NF-kB-GFP reporter, PAF-induced, GFP fluorescence overnight; inhibition, % at 5 µM; 360,000 tested, 0.86% active; AID 588850;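 active = at least 50% inhibition at 5 µM, scaled per plate between neutral and stimulator controls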;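 also: PAF is a Pseudomonas aeruginosa culture filtrate used as stimulus; plate controls were PAF-stimulated DMSO wells for no effect and unstimulated DMSO wells for full effect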
Peg3 promoter: reduces Peg3 promoter-driven luciferase expression in HeLa | HeLa PEG-Prom luciferase reporter, luminescence, overnight | inhibition, % at 20 µM | 360,000 tested, 1.7% active;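 active = inhibition of at least 50% at 20 µM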
NR2E3 ag-2: human photoreceptor-specific nuclear receptor agonism | CHO-S Gal4-NCOR/VP16-NR2E3 two-hybrid, luciferase | AID 602229 | 360,000 tested, 0.35% active | inhibition of corepressor binding, % at 3.98 µM;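 active = inhibition above the mean of all tested compounds plus 3 SD, cut at about 70% in these data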;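 also: 0% = DMSO with NR2E3 transfected cells and 100% = cells lacking NR2E3 construct; higher means lower luciferase signal from less NR2E3 corepressor binding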
Active calls of the source: *; nt = no result given. Some of the compounds tested. The share of hits here may be higher or lower than overall.

SMILES | TRPM1 prom inh | Shn3 inh set2 | HIF-2a block | TWEAK Fn14 block | TROY signal inh | NR2E3 ag-1 | TRAIL sens C8 | KKLEB cytotox | CF NFkB inh | Peg3 promoter | NR2E3 ag-2
CCOc1cc(C(=O)NC(=S)Nc2cccnc2)cc(OCC)c1OCC | 27 | 9 | 14 | -23 | -2 | 2 | 15 | -15 | -13 | 4 | 15
CCC(CO)Oc1cc(NCc2ccc(Cl)cc2Cl)c2ncn(C(C)C)c2c1 (stereo not drawn) | 7 | 2 | 20 | 18 | 21 | nt | 7 | -2 | 60* | 14 | 15
Cc1ccc(OCc2nnc(SCC(=O)N3CCOCC3)n2C)cc1 | 0 | -2 | 2 | -14 | 5 | 5 | -10 | -8 | 13 | 2 | -10
Cn1cc[nH]c1=S | -1 | -20 | -4 | 6 | -2 | nt | -2 | -18 | -24 | 2 | 20
COc1ccc(C(=O)COC(=O)CNC(=O)c2ccccc2)cc1F | -3 | 4 | -12 | -2 | -19 | 4 | -6 | 5 | -6 | -9 | -27
O=C(Nc1ccnn1C1CCN(Cc2cccc(OCCO)c2)CC1)C1CC1 | -8 | -10 | 12 | 8 | -12 | 6 | -24 | 22 | -24 | 7 | -17
COc1ccc(C2/C=C\CN(S(=O)(=O)c3ccc(-c4ccccc4)cc3)CC(=O)N2Cc2ccc(F)cc2)cc1 (stereo not drawn) | -7 | 19 | 20 | -16 | 0 | nt | 21 | -6 | 8 | 12 | -10
Cc1ccc(N(NC(=O)C(C)(C)O)C(=O)c2ccccc2)cc1C | 9 | 5 | 20 | -3 | 2 | 3 | 12 | -10 | 20 | 8 | -14
O=C(CSc1nc2ccccc2o1)c1cc2ccccc2oc1=O | 7 | -75 | -85 | -25 | -37 | 2 | 11 | -5 | 3 | -45 | -123
O=S(=O)(c1ccc(NC(=S)Nc2ccc(OC(F)F)cc2)cc1)N1CCOCC1 | -2 | 1 | -5 | 24 | -2 | 5 | 0 | -13 | 14 | 20 | 28
O=C(CN1CCCCCC1)Nc1nc2ccccc2s1 | -54 | -58 | -165 | -12 | -29 | nt | -3 | 12 | 12 | -113 | -43
O=C(COc1ccc(Cl)cc1)Nc1cccc(S(=O)(=O)NCc2ccco2)c1 | -6 | -29 | -26 | 12 | 4 | 3 | 0 | 9 | -6 | -6 | -12
COc1cccc(CC(NC(C)=O)C(=O)NC2CCN(C(=O)C3CC3)CC2)c1OC (stereo not drawn) | -4 | -6 | 15 | 0 | -23 | 3 | -1 | 8 | -16 | 18 | 5
NC(=O)Cc1ccc2sc(-c3ccccc3)nc2c1 | -43 | -67 | -164 | 24 | -5 | nt | 33 | 6 | -16 | -194 | -140
O=C(COc1cc(F)ccc1[N+](=O)[O-])NCC1CCCO1 (stereo not drawn) | 3 | -3 | 15 | -10 | -24 | nt | 1 | 0 | -6 | 1 | -8
O=C(Sc1ccccc1)c1cccc(Cn2cc(C(F)(F)F)ccc2=O)c1 | -14 | 1 | 22 | 21 | 46 | 2 | 10 | -3 | 43 | 14 | -20
COc1ccc(Cl)cc1S(=O)(=O)N1CCC(C(=O)NC2CC2)CC1 | -2 | 5 | 10 | 10 | 18 | -1 | -24 | -2 | 24 | 22 | 6
Cc1ccc(CNC(=O)N2CCN(c3ccc(C)cc3)CC2)cc1 | -5 | -47 | 13 | -4 | 1 | 1 | -3 | 7 | -2 | 25 | -8
O=C(Nc1cc(C(F)(F)F)ccc1-n1cncn1)c1cn2ccccc2n1 | -10 | -25 | -65 | 1 | 1 | nt | 1 | 11 | -27 | -5 | -40
CCOC(=O)c1c(NC(=O)CSc2nnc(C)s2)sc2c1CCC(CC)C2 (stereo not drawn) | -5 | 3 | 0 | -7 | 1 | -2 | 4 | -7 | 4 | -2 | 6
Cn1cc(C(=O)N/N=C/c2cccc([N+](=O)[O-])c2)c2ccccc21 | nt | 4 | -3 | -20 | -1 | 1 | 1 | 11 | -29 | 0 | -8
O=C(Nc1ccc(Cl)cc1)c1ccc(-c2ccccn2)s1 | -87 | -77 | -246 | -2 | -74 | -30 | 13 | 10 | 2 | -269 | -1
Cc1ccc(/C(O)=C2\C(=O)C(=O)N(CC(C)O)C2c2ccccn2)cc1 (stereo not drawn) | -1 | 8 | 5 | -20 | -10 | 3 | -4 | -3 | 19 | 3 | -20
C=CCOc1ccc(-c2nc3c(c(=O)[nH]c(=O)n3CCC)n2CCCC)cc1 | -1 | 13 | 9 | -5 | -13 | -4 | -7 | -12 | -14 | 18 | -13
COc1cnc(-c2ccccn2)nc1Oc1ccccc1 | 9 | 7 | 9 | 1 | 1 | 2 | -15 | 1 | -13 | 19 | 59
CC1(C(=O)NS(=O)(=O)c2cccs2)CCN1C(=O)CC1CCCCC1 (stereo not drawn) | nt | 5 | 12 | 7 | 5 | nt | -11 | -7 | -20 | 10 | -21
CCCOc1ccc(/C(O)=C2/C(=O)C(=O)N(CCCn3ccnc3)C2c2ccc(C)o2)cc1 (stereo not drawn) | -1 | -3 | 5 | 7 | -13 | 1 | -14 | -4 | -20 | 2 | 14
COc1ccc(NC(=O)C#Cc2ccccc2)cc1OC | -2 | -4 | -52 | 95* | -3 | 8 | 3 | -14 | 27 | -192 | 20
CCN(CC)S(=O)(=O)c1ccc(OC)c(NC(=O)COc2ccc3c(C)cc(=O)oc3c2)c1 | -26 | -1 | 10 | -21 | 10 | -29 | 5 | 4 | 2 | 8 | -16
COc1ccc(S(=O)(=O)N2CCN(C(=O)CCCN3C(=O)NC4(CCCC4)C3=O)CC2)cc1 | -3 | -2 | 6 | 1 | -10 | nt | -2 | 0 | 9 | 12 | 3

Structural class, the compounds so far containing an NH in an aromatic ring (2)
SMILES | TRPM1 prom inh | Shn3 inh set2 | HIF-2a block | TWEAK Fn14 block | TROY signal inh | NR2E3 ag-1 | TRAIL sens C8 | KKLEB cytotox | CF NFkB inh | Peg3 promoter | NR2E3 ag-2
Cn1cc[nH]c1=S | -1 | -20 | -4 | 6 | -2 | nt | -2 | -18 | -24 | 2 | 20
C=CCOc1ccc(-c2nc3c(c(=O)[nH]c(=O)n3CCC)n2CCCC)cc1 | -1 | 13 | 9 | -5 | -13 | -4 | -7 | -12 | -14 | 18 | -13

More compounds follow:
SMILES | TRPM1 prom inh | Shn3 inh set2 | HIF-2a block | TWEAK Fn14 block | TROY signal inh | NR2E3 ag-1 | TRAIL sens C8 | KKLEB cytotox | CF NFkB inh | Peg3 promoter | NR2E3 ag-2
Clc1ccc(C2NCCc3sccc32)cc1 (stereo not drawn) | -6 | 6 | 2 | -3 | 7 | -3 | 3 | 2 | 6 | -1 | 23
CC1(C)C2CCC1(C)C(OC(=O)C[n+]1ccccc1N)C2 (stereo not drawn) | 12 | 7 | 8 | -5 | 3 | -1 | 13 | 0 | 14 | 1 | -16
COc1ccc(-c2nnc(SCc3ccccn3)n2C)cc1 | -21 | -42 | -113 | -38 | -33 | -2 | -3 | 2 | -10 | -70 | -37
CCc1nnc(NC(=O)Cc2sc(C)nc2-c2ccc(C)cc2)s1 | 13 | -21 | -10 | -9 | -9 | -1 | 7 | 11 | -4 | 16 | -20
NC(=O)c1ccc[n+](CC(=O)NCc2ccc(Cl)cc2)c1 | -8 | -21 | 9 | -4 | -13 | 4 | -6 | 15 | -7 | 18 | -46
COc1ccc(NS(=O)(=O)c2ccc(N3CCOCC3)c(NC(=O)c3ccccc3Br)c2)cc1 | -3 | 7 | 20 | 13 | -1 | 0 | 4 | -14 | 14 | 22 | 5
Cc1ccc(-c2nn(CC(=O)NCc3ccco3)c(=O)c3ccccc23)cc1 | 4 | 14 | 19 | -16 | -10 | -4 | 5 | -21 | -6 | 14 | -4
COc1cc(OC)cc(C2=NCCN2)c1 | 2 | -12 | 15 | -4 | 6 | 0 | 9 | 14 | -12 | 15 | -10
COc1cc(/C=C/C(=O)NCCn2c(C)cc3ccccc32)cc(OC)c1OC | nt | 13 | -3 | 22 | 2 | -1 | 17 | -7 | -16 | -14 | -44
O=C(Nc1ccccc1)c1nc2ccccc2s1 | -10 | -35 | -117 | 45 | -2 | 2 | 41 | 1 | -12 | -141 | -52
O=C(Nc1cc(Cl)ccc1-n1cncn1)c1cc(S(=O)(=O)N2CCOCC2)ccc1F | 4 | 13 | 14 | -2 | -12 | 0 | -20 | -7 | -43 | 9 | 25
CCCCN(C)C(=O)c1nc2ccccn2c1CN1CCSCC1 | -2 | nt | 4 | 9 | 2 | 2 | 7 | -21 | 1 | 12 | -9
O=C(NCCc1nc2ccccc2[nH]1)c1cccc(Br)c1 | 13 | 16 | 13 | -20 | -4 | 1 | -1 | -2 | -14 | 8 | -29
Cc1ccc(S(=O)(=O)N(C)C)cc1NC(=O)c1cc(-c2ccco2)nc2ccccc12 | -11 | -1 | 2 | 8 | 12 | 3 | 15 | -12 | 8 | 37 | 34
Cc1ccc(-c2nc3ncccc3o2)cc1NC(=O)c1cccnc1 | -4 | -20 | 9 | 3 | 5 | 2 | -2 | 6 | 0 | 7 | -22
Cc1cc2[nH]c(=O)c(=O)[nH]c2cc1S(=O)(=O)N1CCC(C)CC1 | 5 | -41 | 11 | -12 | 7 | -1 | -18 | -13 | 22 | 3 | -4
CCN1CCN(C(=O)C2c3cc(OC)c(OC)cc3C(=O)N(C)C2c2ccc(SC)cc2)CC1 (stereo not drawn) | -3 | -15 | 1 | 2 | 9 | -2 | 5 | 6 | 0 | 7 | -29
Cc1ccccc1NC(=O)C1CCN(C2=NS(=O)(=O)c3ccccc32)CC1 | -16 | -5 | 15 | 9 | 1 | 3 | -5 | -8 | -12 | 19 | -8
N#CCCN(C(=O)CSc1ccc2c(c1)OCCO2)c1ccccc1 | 1 | 7 | 8 | -13 | -9 | -3 | -2 | -13 | -6 | 0 | -32
CCOC(=O)N1CCN(C(=O)c2oc(=O)c3ccccc3c2-c2ccc(C)cc2)CC1 | 4 | 2 | -8 | 4 | -7 | -1 | -13 | 2 | 32 | 3 | 8
CCOC(=O)c1nnc(-c2cccs2)nc1Oc1ccc(Cl)cc1 | 5 | -1 | 42* | 4 | -11 | 1 | 12 | 0 | -6 | 27 | -7
CC(C)C(NC(=O)c1ccc(F)cc1)C(=O)Nc1cccnc1 (stereo not drawn) | -2 | -15 | 6 | 2 | -1 | -4 | 4 | -12 | 7 | 5 | -34
O=C(CSc1ccc(Cl)cc1)OCc1nnc(-c2ccccc2)o1 | -4 | 1 | 11 | 12 | -3 | 0 | -1 | -2 | 20 | 2 | 15
O=C(NC(Cc1ccccc1)C(=O)O)/C(=C/c1cccc([N+](=O)[O-])c1)NC(=O)c1ccco1 (stereo not drawn) | -1 | 8 | 12 | 6 | 17 | -1 | -12 | 14 | -4 | 8 | -29
CC(C)C(NC(=O)/C(=C\c1ccco1)NC(=O)c1ccco1)C(=O)O (stereo not drawn) | 6 | 1 | 13 | 9 | 14 | 1 | -11 | -3 | 2 | 19 | -14
COc1cc(/C=N/Nc2ccc(Cl)c(C(=O)O)c2)ccc1OC(=O)c1ccccc1F | 21 | 2 | -4 | -11 | -46 | -1 | -20 | -2 | -8 | -9 | -30
